Compound activity from PubChem BioAssay.
Luc counter = Counterscreen for Luciferase (Kinase-Glo TM) Inhibition; Potency, µM (doses to about 38.3 µM), inactives show top-dose activity change, negative = inhibition, usual class: inhibitors; Kinase-Glo luciferase, ATP luminescence, 8 min; hit rate 0.28% among 200,000; Luciferin 4-monooxygenase (Photuris pensylvanica), Q27757; also: potency is read from the fitted curve at half-maximal effect; % is scaled to controls: 0 for no effect and ±100 for the full control effect; nearly all actives have a fitted effect of over 60% in size
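Substrate mix (final 50 mM imidazole pH 7.2, 50 mM KCl, 7 mM MgCl2, 10 uM ATP, 0.01% Tween 20, 0.05% BSA) plus pin-tool compound, then Kinase-Glo detection mix; 8 min ambient, luminescence read.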
CBFb-RUNX1 inh = qHTS Assay for Compounds Blocking the Interaction Between CBF-beta and RUNX1 for the Treatment of Acute Myeloid Leukemia | Runt-related transcription factor 1 (Homo sapiens) + Core-binding factor subunit beta … | AlphaScreen CBFb-His/RUNX1-biotin binding, biochemical | Potency, µM (series often up to 59.8 µM), for the others: at the top dose activity, negative = inhibition, usual class: inhibitors | 230,000 tested, under 10 active | AID 1477, 2009; also: % of control where 0% means no effect
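Interaction loss through any mechanism counts as activity. Pre-formed complex of His-CBF-beta and biotin-RUNX1 (30 nM apiece) is incubated with compound 15 min, then with 50 ng nickel and 50 ng streptavidin beads for 90 min before AlphaScreen detection.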
LMNA splice mod = qHTS Assay for Modulators of Lamin A Splicing | HeLa LMNA splicing GFP/RFP minigene ratio, 48 h | AID 1487, 2009 | Potency, µM (highest dose often 46.1 µM), without a hit: at the top dose ratio change, negative = inhibition, hits mostly inhibitors | hit rate 0.01% among 200,000; active = well fitted inhibition curve with a large enough effect in the signal ratio, with a control signal flat, not every such curve was filed as active; inconclusive = small, poorly fitted or top-dose-only effect, or effect the other way, or a change in a side signal; the % refers to the signal ratio; also: potency is read from the fitted curve at half-maximal effect; % is scaled to controls: 0 for no effect and ±100 for the full control effect
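S3 HeLa cells stably expressing lamin A-EGFP splicing minigene plus DsRed2, 600 cells/well, 48 h compound exposure at 37C. Laser-scanning cytometry; analysed as GFP (500-530 nm)/RFP (575-640 nm) total intensity ratio; 0.5% DMSO vehicle.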
IMPase Li cell = qHTS Assay for Identifying the Cell-Membrane Permeable IMPase Inhibitors: Potentiation with Lithium; CHO-M1 cells, IP1 TR-FRET (IP-One), carbachol + lithium; Potency, µM (doses to about 59.4 µM), without a hit: top-dose activity, negative = IMPase inhibition, actives largely listed as inhibitors; hit rate 0.35% among 210,000; AID 1457, 2008;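 also: IP1 builds up when IMPase is blocked and the TR-FRET signal falls; potency is read from the fitted curve at half-maximal effect; plate controls were basal vehicle for no effect and high inhibitor control for full effect; nearly all actives have a fitted effect of over 50% in size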
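CHO-M1, 2000 cells/well, 16–30 h culture; cpd + low Li+, 30 min 37C; lysis with d2-IP1/Eu-anti-IP1 Ab, 10 min RT; TR-FRET 665/620 ratio and 620 channel; AC50 via Hill.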
Epigenetic derep = Quantitative High-Throughput Screen for Regulators of Epigenetic Control; murine LDR cells, GFP reporter derepression, 30 h; Potency, µM (doses to about 53.9 µM), for the others: at the top dose GFP activation, actives largely listed as activators; hit rate 0.2% among 280,000; also: potency is read from the fitted curve at half-maximal effect; % of control where 0% means no effect; nearly all actives have a fitted effect of over 60% in size
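Readout is the number of GFP-expressing murine LDR cells, counted by cytometry following washing. Cells were treated with compound for 30 h at 37 C; the stably integrated CMV-GFP locus is normally silent.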
NPSR antag = qHTS Assay for Antagonists of the Neuropeptide S Receptor: cAMP Signal Transduction | Potency, µM (doses to about 38.3 µM), inactives show at the highest dose activity change, negative = inhibition, most hits filed as inhibitors | AID 1461, 2008 | CHO-NPSR cells, cAMP TR-FRET, antagonist mode | hit rate 1% among 220,000; also: potency is read from the fitted curve at half-maximal effect; % is scaled to controls: 0 for no effect and ±100 for the full control effect; nearly all actives have a fitted effect of over 50% in size; many of its hits are not listed in these tables
Target sequence (Q6W5P4 whole entry, looked up): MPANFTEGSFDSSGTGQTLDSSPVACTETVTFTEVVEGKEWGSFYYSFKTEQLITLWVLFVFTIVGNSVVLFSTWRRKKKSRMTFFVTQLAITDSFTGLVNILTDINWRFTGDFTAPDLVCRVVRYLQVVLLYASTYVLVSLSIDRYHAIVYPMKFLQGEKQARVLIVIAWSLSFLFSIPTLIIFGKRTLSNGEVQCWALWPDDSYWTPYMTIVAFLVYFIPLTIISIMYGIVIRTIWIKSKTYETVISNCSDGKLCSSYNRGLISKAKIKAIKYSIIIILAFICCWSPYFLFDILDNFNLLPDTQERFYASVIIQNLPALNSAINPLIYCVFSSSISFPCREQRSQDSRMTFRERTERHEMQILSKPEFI
aGal spleen mod = qHTS Assay for Inhibitors and Activators of Human alpha-Galactosidase From Spleen Homogenate; Alpha-galactosidase A (Homo sapiens), P06280; human spleen homogenate, 4MU-alpha-Gal fluorescence, 40 min; Potency, µM (doses to about 80 µM), without a hit: top-dose activity change, negative = inhibition, most hits filed as inhibitors; hit rate 0.008% among 240,000;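 also: potency is read from the fitted curve at half-maximal effect; 0% = enzyme with vehicle and -100% = no enzyme basal signal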
Target sequence (P06280 32-429 limits assumed): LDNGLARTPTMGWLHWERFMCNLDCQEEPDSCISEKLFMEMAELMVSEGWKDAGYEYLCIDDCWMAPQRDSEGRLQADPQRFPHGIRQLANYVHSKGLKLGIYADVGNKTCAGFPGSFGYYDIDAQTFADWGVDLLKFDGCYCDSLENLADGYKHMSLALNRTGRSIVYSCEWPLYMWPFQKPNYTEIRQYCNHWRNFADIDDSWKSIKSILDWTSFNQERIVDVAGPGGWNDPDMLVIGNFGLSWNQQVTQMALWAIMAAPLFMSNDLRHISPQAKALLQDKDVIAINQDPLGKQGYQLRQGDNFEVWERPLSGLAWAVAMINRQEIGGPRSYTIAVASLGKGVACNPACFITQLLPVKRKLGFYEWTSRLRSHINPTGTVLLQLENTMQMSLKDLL
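Human spleen homogenate (1 ug) as enzyme source, 4-methylumbelliferyl-alpha-D-galactopyranoside 1 mM final, citrate/phosphate pH 5.0 with 0.01% Tween-20. Compounds 40 min at 37C, NaOH/glycine stop; fluorescence Ex 365/Em 440, Hill-fit AC50.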
* hit, by the source's call; [ ] = dose if it differs, or a comment. Unless noted, calls follow the shape of the dose curve; as a rule, active = well fitted curve in the direction sought with a large enough effect; inconclusive = small, poorly fitted or top-dose-only effect, or another doubt; inactive = no such curve, though single readings can be large; an effect the other way counts as inactive or inconclusive. This is a subset; the hit share may differ from the screen's.

Results for NS(=O)(=O)c1cc(C(=O)OCC(=O)Nc2ccc(N3CCCCC3)cc2)ccc1Cl ?
CBFb-RUNX1 inh: -21%; LMNA splice mod: -6%[46 µM]; Epigenetic derep: 1.1%; NPSR antag: 1%; aGal spleen mod: -3%

What do the screens show for `O=C(O)CN1C(=O)/C(=C/c2ccsc2)SC1=S`?
Luc counter: -1%; CBFb-RUNX1 inh: 2%; LMNA splice mod: -11%[46 µM]; IMPase Li cell: 6%; Epigenetic derep: 0.8%; NPSR antag: -10%; aGal spleen mod: -24%

What do the screens show for `O=C(CN1CCCCC1)Nc1ccc(NC(=O)c2ccccc2Cl)cc1Cl`?
Luc counter: 3%; CBFb-RUNX1 inh: 0%; LMNA splice mod: inconclusive; IMPase Li cell: -1%; Epigenetic derep: 0.9%; NPSR antag: -19%; aGal spleen mod: -21%

How did CC1=C(C(=O)OC2CCCC2)C(c2coc3ccccc3c2=O)C2=C(CC(C)(C)CC2=O)N1 (centres undefined) do in these assays?
CBFb-RUNX1 inh: 0%; Epigenetic derep: 3.1%; NPSR antag: inconclusive; aGal spleen mod: 7%

Results for O=C(CN1C(=O)/C(=C\c2cccs2)SC1=S)Nc1cccc(C(=O)O)c1 ?
CBFb-RUNX1 inh: -18%; Epigenetic derep: -0.3%; NPSR antag: -5%[7.67 µM]; aGal spleen mod: 0%

How did NCCC[C@@H](CC(=O)N[C@@H]1CCNC[C@H]1C(=O)N[C@H](CC(=O)N[C@@H](CCC(=O)O)CC(=O)O)Cc1ccccc1)NC(=O)C[C@H](Cc1ccccc1)NC(=O)[C@@H]1CNCC[C@H]1N do in these assays?
Luc counter: 3%; CBFb-RUNX1 inh: 16%; IMPase Li cell: 5%; Epigenetic derep: 1.2%; aGal spleen mod: -4%

How did C/C(CC(=O)Nc1ccccc1-c1ccccc1)=N\NC(=O)COc1ccc(C)cc1Br do in these assays?
Luc counter: 3%; CBFb-RUNX1 inh: -5%; LMNA splice mod: 7%; IMPase Li cell: 14%[38.3 µM]; Epigenetic derep: -3.0%; NPSR antag: -24%[46.1 µM]; aGal spleen mod: 8%

What do the screens show for `C/C(=N\NC(=O)c1ccc(C)cc1C)c1ccc(-n2ccnc2)cc1`?
Luc counter: 2%; CBFb-RUNX1 inh: 12%; LMNA splice mod: inconclusive; IMPase Li cell: 4%; Epigenetic derep: 0.0%; NPSR antag: -6%[46.1 µM]; aGal spleen mod: 8%

What do the screens show for `COc1ccc(C(=O)NCC(=O)OCn2nnc3ccccc3c2=O)cc1OC`?
Luc counter: -1%; CBFb-RUNX1 inh: 10%; LMNA splice mod: 2%[46 µM]; IMPase Li cell: -3%; Epigenetic derep: 1.1%; NPSR antag: 4%; aGal spleen mod: 4%

What do the screens show for `O=c1cc(-c2cccc(-c3ccc(C(F)(F)F)cc3)c2)c2cc3c(cc2o1)OCO3`?
Luc counter: 2%[39.9 µM]; CBFb-RUNX1 inh: -5%; IMPase Li cell: 5%; Epigenetic derep: -0.6%; aGal spleen mod: 10%

What do the screens show for `O=C(c1cnccn1)N1CCC2(CC1)CCN(c1ncccn1)CC2`?
Luc counter: 2%; IMPase Li cell: 3%; aGal spleen mod: -4%

Results for CSc1ncccc1C(=O)Nc1ccc2nc(C)sc2c1 ?
CBFb-RUNX1 inh: 9%; Epigenetic derep: 0.0%; NPSR antag: 4%; aGal spleen mod: 13%

How did O=C(c1ccccc1Br)N1CCN(c2ccccc2)CC1 do in these assays?
Luc counter: 4%; CBFb-RUNX1 inh: 4%; LMNA splice mod: inconclusive; IMPase Li cell: 14%[38.3 µM]; Epigenetic derep: 0.0%; NPSR antag: -5%[46.1 µM]; aGal spleen mod: -3%

What do the screens show for `C=CCNC(=S)NNC(=O)c1ccc(Br)cc1`?
Luc counter: 4%; CBFb-RUNX1 inh: 1%; LMNA splice mod: -2%; IMPase Li cell: 15%; Epigenetic derep: 1.0%; NPSR antag: -10%[46.1 µM]; aGal spleen mod: -6%

How did O=C(Cn1cnc2ccccc2c1=O)N/N=C/c1ccc(Br)cc1 do in these assays?
CBFb-RUNX1 inh: 8%; Epigenetic derep: -0.4%; NPSR antag: 15%; aGal spleen mod: 10%

How did CCOC(=O)c1cnc(C(F)(F)F)nc1Oc1ccccc1 do in these assays?
CBFb-RUNX1 inh: 5%; Epigenetic derep: 1.6%; NPSR antag: -13%; aGal spleen mod: -7%

Results for CCCCCn1c(SCc2ccncc2)nc2cc(C(=O)NCc3ccco3)ccc2c1=O ?
Luc counter: -5%; CBFb-RUNX1 inh: -10%; LMNA splice mod: inconclusive; IMPase Li cell: 21%[38.3 µM]; Epigenetic derep: -0.2%; NPSR antag: inconclusive; aGal spleen mod: 3%

How did C#CC[N+](CC)(CC)CC#Cc1ccccc1 do in these assays?
CBFb-RUNX1 inh: 9%; Epigenetic derep: 2.0%; NPSR antag: 6%; aGal spleen mod: 12%

How did COc1cccc(C(=O)N(Cc2ccc3c(c2)OCO3)Cc2nc3ccccc3c(=O)[nH]2)c1 do in these assays?
Luc counter: -3%; CBFb-RUNX1 inh: 6%; LMNA splice mod: 2%; IMPase Li cell: 2%[38.3 µM]; Epigenetic derep: 0.6%; NPSR antag: 14%[7.67 µM]; aGal spleen mod: -1%

How did Cc1sc(NC(=S)NC(=O)c2ccc(C(C)(C)C)cc2)c(C#N)c1C do in these assays?
Luc counter: -4%; CBFb-RUNX1 inh: -7%; LMNA splice mod: inconclusive; IMPase Li cell: 25%[38.3 µM]; Epigenetic derep: -1.0%; NPSR antag: -10%[46.1 µM]; aGal spleen mod: 7%

What do the screens show for `Cc1ccc(NC(=O)NNC(=O)c2ccccc2)cc1`?
Luc counter: -2%; CBFb-RUNX1 inh: 5%; IMPase Li cell: -2%; Epigenetic derep: 0.0%; NPSR antag: 13%; aGal spleen mod: 0%

What do the screens show for `CCCn1c(C)nc2c(NCCN3CCOCC3)nc(C)nc21`?
Luc counter: 0%; CBFb-RUNX1 inh: 9%; IMPase Li cell: -1%; Epigenetic derep: 1.6%; aGal spleen mod: -1%

What do the screens show for `CC(=O)c1c(N)[nH]c(-c2ccccc2)nc1=S`?
Luc counter: 7%; CBFb-RUNX1 inh: -13%; LMNA splice mod: 4%; IMPase Li cell: -9%[38.3 µM]; Epigenetic derep: inconclusive; NPSR antag: inconclusive; aGal spleen mod: 4%

How did CC(=O)Nc1ccc(S(=O)(=O)NNC(=O)COc2ccc(Cl)cc2Cl)cc1 do in these assays?
CBFb-RUNX1 inh: 11%; Epigenetic derep: 1.6%; NPSR antag: 4%; aGal spleen mod: -5%

How did COc1cccc(C2=NOC(C(=O)Nc3cccnc3Cl)C2)c1OC (centres undefined) do in these assays?
Luc counter: 1%; CBFb-RUNX1 inh: 2%; LMNA splice mod: -3%[9.22 µM]; IMPase Li cell: 1%; Epigenetic derep: 0.7%; NPSR antag: 25%; aGal spleen mod: 4%

What do the screens show for `Cn1ccnc1SCC(=O)Nc1cc(C(F)(F)F)ccc1N1CCOCC1`?
Luc counter: -4%; CBFb-RUNX1 inh: 3%; LMNA splice mod: -2%; IMPase Li cell: 4%[38.3 µM]; Epigenetic derep: 0.6%; NPSR antag: -12%[46.1 µM]; aGal spleen mod: -2%

What do the screens show for `COC(CNC(=O)CNC(=S)N(Cc1ccccc1)Cc1cccs1)OC`?
Luc counter: 2%; CBFb-RUNX1 inh: -2%; LMNA splice mod: -8%[46 µM]; IMPase Li cell: 4%; Epigenetic derep: -1.5%; NPSR antag: -2%; aGal spleen mod: 3%

What do the screens show for `COc1ccc(C)cc1-n1nnnc1SCC(=O)Nc1cc(C)on1`?
Luc counter: 7%; CBFb-RUNX1 inh: 8%; LMNA splice mod: -10%; IMPase Li cell: 7%; Epigenetic derep: 0.0%; NPSR antag: -9%[46.1 µM]; aGal spleen mod: 0%

How did COc1ccc(/C=C2\SC(=N)N(c3nccs3)C2=O)cc1OC do in these assays?
Luc counter: 2%; CBFb-RUNX1 inh: -26%; LMNA splice mod: inconclusive; IMPase Li cell: 9%; Epigenetic derep: inconclusive; NPSR antag: -26%; aGal spleen mod: -1%

Results for O=C(CSc1nnc2ccccn12)NNC(=O)c1ccc([N+](=O)[O-])cc1 ?
CBFb-RUNX1 inh: 7%; Epigenetic derep: 2.1%; NPSR antag: 11%; aGal spleen mod: -10%

Next part, starting with the last 2 of the part before.
How did COc1ccc(/C=C2\SC(=N)N(c3nccs3)C2=O)cc1OC do in these assays?
Luc counter: 2%; CBFb-RUNX1 inh: -26%; LMNA splice mod: inconclusive; IMPase Li cell: 9%; Epigenetic derep: inconclusive; NPSR antag: -26%; aGal spleen mod: -1%

Results for O=C(CSc1nnc2ccccn12)NNC(=O)c1ccc([N+](=O)[O-])cc1 ?
CBFb-RUNX1 inh: 7%; Epigenetic derep: 2.1%; NPSR antag: 11%; aGal spleen mod: -10%

Results for CC(C)c1ccc(/C=N/NC(=O)c2cccc(Cl)c2)cc1 ?
Luc counter: -9%; CBFb-RUNX1 inh: 2%; LMNA splice mod: inconclusive; IMPase Li cell: -3%; Epigenetic derep: inconclusive; NPSR antag: -45%; aGal spleen mod: 3%

Results for CCN(CC)S(=O)(=O)c1ccc(OC)c(NC(=O)c2cn(CC)c3nc(C)ccc3c2=O)c1 ?
Luc counter: -1%; CBFb-RUNX1 inh: 2%; LMNA splice mod: 14%[46 µM]; IMPase Li cell: 1%; Epigenetic derep: 1.3%; NPSR antag: 10%; aGal spleen mod: -3%

What do the screens show for `Cc1cccc(C)c1OCC(=O)Nc1ccc(NC(=O)c2ccco2)cc1`?
Luc counter: -2%; CBFb-RUNX1 inh: 4%; LMNA splice mod: inconclusive; IMPase Li cell: 13%; Epigenetic derep: -1.0%; NPSR antag: 7%; aGal spleen mod: 4%

What do the screens show for `CCOc1c2ccc(C(=O)NCc3ccc(OC(F)(F)F)cc3)cc2nn1CC`?
Luc counter: -2%; CBFb-RUNX1 inh: 0%; LMNA splice mod: 7%; IMPase Li cell: -13%[38.3 µM]; Epigenetic derep: -1.2%; NPSR antag: -4%[46.1 µM]; aGal spleen mod: 10%
